FEN1 inhibitor = qHTS Assay for the Inhibitors of Human Flap endonuclease 1 (FEN1); Recombinant FEN1 flap cleavage, fluorescence, 15 min; Potency, µM (top dose mostly 114 µM), without a hit: at the top dose activity change, negative = inhibition, hits mostly inhibitors; 0.35% of 390,000 active; note: nearly all actives have a fitted effect of over 65% in size
Target sequence (P39748 whole entry, looked up): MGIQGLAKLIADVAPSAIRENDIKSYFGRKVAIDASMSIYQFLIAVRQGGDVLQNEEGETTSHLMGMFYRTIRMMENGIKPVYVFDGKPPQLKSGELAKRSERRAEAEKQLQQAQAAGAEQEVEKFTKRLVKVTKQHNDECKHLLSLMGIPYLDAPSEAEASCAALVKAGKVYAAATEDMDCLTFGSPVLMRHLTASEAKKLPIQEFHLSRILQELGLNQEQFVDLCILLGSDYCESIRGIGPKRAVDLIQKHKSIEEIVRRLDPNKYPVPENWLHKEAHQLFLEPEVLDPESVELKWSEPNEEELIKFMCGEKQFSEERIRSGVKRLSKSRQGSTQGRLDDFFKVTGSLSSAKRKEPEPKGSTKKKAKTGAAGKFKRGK
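FEN1 at 10 nM, compound pretreatment for 15 min (room temperature), 50 nM final substrate to initiate; endpoint reads at 0 and 15 min; DMSO-only plates used as vehicle background.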
N370S GC = qHTS Assay for Inhibitors and Activators of N370S glucocerebrosidase as a Potential Chaperone Treatment of Gaucher Disease. Lysosomal acid glucosylceramidase (Homo sapiens), P04062. N370S GC spleen homogenate, 4MU-glucoside fluorescence. Potency, µM (top dose mostly 59.4 µM), for inactives: at the highest dose activity change, negative = inhibition, hits mostly inhibitors. 0.092% of 330,000 active. AID 2101, 2009;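 note: 0% = full enzyme activity and -100% = no enzyme basal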
TDP1 inh = qHTS Assay for Inhibitors of Tyrosyl-DNA Phosphodiesterase (TDP1); recombinant TDP1, AlphaScreen DNA substrate cleavage; Potency, µM (doses to about 130 µM), for the others: at the highest dose activity change, negative = inhibition, usual class: inhibitors; 0.28% of 350,000 active; Tyrosyl-DNA phosphodiesterase 1 (Homo sapiens), Q9NUW8; note: nearly all actives have a fitted effect of over 40% in size
Target sequence (Q9NUW8 whole entry, looked up): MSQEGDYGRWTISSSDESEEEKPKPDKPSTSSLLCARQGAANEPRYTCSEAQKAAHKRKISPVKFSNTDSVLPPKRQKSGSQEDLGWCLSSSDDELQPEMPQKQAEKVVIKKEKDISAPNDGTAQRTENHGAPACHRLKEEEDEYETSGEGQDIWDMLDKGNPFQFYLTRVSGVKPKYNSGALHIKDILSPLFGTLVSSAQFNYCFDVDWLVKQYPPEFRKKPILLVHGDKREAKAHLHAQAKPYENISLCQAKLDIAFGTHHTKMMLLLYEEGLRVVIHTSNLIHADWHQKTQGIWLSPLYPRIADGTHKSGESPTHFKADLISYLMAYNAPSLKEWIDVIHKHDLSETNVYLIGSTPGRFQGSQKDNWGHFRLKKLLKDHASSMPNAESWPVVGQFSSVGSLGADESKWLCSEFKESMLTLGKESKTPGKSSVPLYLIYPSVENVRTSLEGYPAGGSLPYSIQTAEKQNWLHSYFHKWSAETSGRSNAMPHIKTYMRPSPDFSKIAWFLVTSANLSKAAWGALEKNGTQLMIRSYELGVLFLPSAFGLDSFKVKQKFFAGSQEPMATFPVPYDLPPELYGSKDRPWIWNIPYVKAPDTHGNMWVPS
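Signal: AlphaScreen proximity between streptavidin donor and anti-FITC acceptor beads on intact substrate. Reaction: Tdp1 1 nM, substrate 15 nM final, 5 min RT after 15 min compound preincubation.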
* = called active by the depositor; u = inconclusive; x = not tested or not shown; & = joins results of further samples; [ ] = remark or other dose. Calls come from the whole dose curve; as a rule, active = well fitted curve in the direction sought with a large enough effect; inconclusive = small, poorly fitted or top-dose-only effect, or another doubt; inactive = no such curve, though single readings can be large; an effect the other way counts as inactive or inconclusive. Unless noted, % is set by controls: 0 for no effect and ±100 for the full control effect; potency is the fitted concentration of half-maximal effect.

molecule,FEN1 inhibitor,N370S GC,TDP1 inh
COc1ccc(F)cc1S(=O)(=O)NCc1cc(=O)n(C)c(=O)n1C,20.1%,-0.1%,2.5%
N#Cc1c(-c2ccco2)cc(-c2ccccn2)nc1N,-5.8%,19.2%,0.0%
Cc1cc(C)n(C(=O)c2cc3c(s2)CCCC3)n1,-8.5%,2.2%,0.5%
CC1=NN(c2nc(-c3ccc(C)cc3)cs2)C(=O)C1N=Nc1ccc2ccccc2c1 (stereo unspecified),-2.2%,16.1%,2.6%
CCc1cc(/C(Cc2csc(C)n2)=N/O)c(O)cc1O,13.0%,-0.3%,4.7%
COc1ccc(CCNC(=O)CC2SC(=NCCc3ccccc3)NC2=O)cc1 (stereo unspecified),12.6%,-0.8%,1.1%
O=C(NCCOC(=O)c1ccccc1)c1ccc([N+](=O)[O-])cc1,17.2%,3.0%,4.0%
Cc1cccc(/C=N/NC(=O)C(C)Nc2cccc3ccccc23)n1 (stereo unspecified),0.9%,2.6%,10.1%
CCCc1ccc(Oc2cn[nH]c2-c2ccc(O)c(C)c2O)cc1,-20.8%,6.0%,5.2%
Cc1ccc(C(C)C)c(OCC(=O)Nc2ccc(N3CCOCC3)cc2N2CCOCC2)c1,16.9%,-3.4%,1.4%
O=C(c1nc2ccccn2c1CN1CCN(c2ccccc2O)CC1)N1CCCC1,-0.4%,-18.1%,1.2%
O=C(COc1ccccc1)Nc1nnc(-c2ccc(Cl)s2)o1,-7.1%,0.8%,5.9%
Cc1c(C(=O)O)oc2c1C(O)CCC2 (stereo unspecified),u,7.0%,3.9%
CCOc1ccccc1NC(=O)CN1C(=O)CC(c2ccco2)Sc2ccccc21 (stereo unspecified),-20.4%,x,-2.0%
COc1ccc(-c2nnc(C)c3nocc23)cc1,-16.4%,-4.9%,x
S=C(S)OC1CC2CC1C1CCCC21 (stereo unspecified),1.6%,2.2%&0.5%,4.0%&19.5%
Cc1ccc(C2c3[nH]c4ccccc4c3C[C@H]3C(=O)N(c4ccccc4C(=O)N4CCC(C(=O)O)CC4)C(=O)N23)cc1 (stereo partly specified),20.6%,-5.1%,x
O=S(=O)(c1ccccc1)N1C2CCC1CC(O)(c1cccnc1)C2 (stereo unspecified),-5.1%,-4.6%,4.8%
CCCCNC(=O)C1CCC(=O)N1CCc1ccccc1 (stereo unspecified),-8.2%,-5.4%,x
Cc1ccc2c(c1)NC(=O)C(CC(=O)NCCCN1CCc3ccccc3C1)O2 (stereo unspecified),-7.3%,-4.6%,5.9%
Cc1cnc(C(=O)OCC(=O)Nc2cccc(C)c2C)cn1,-2.2%,x,-3.6%
O=C(CCCCCN1C(=O)c2ccccc2C1=O)Nc1cccc(O)c1,-6.8%,-1.6%,x
CCN(CC)S(=O)(=O)c1ccc2c(c1)c(=O)c(C(=O)N1CCN(c3cccc(Cl)c3)CC1)cn2C,10.9%,x,4.7%
CCC(CO)Oc1cc(NCc2ccc(C(C)(C)C)cc2)c2ncn(C(C)C)c2c1 (stereo unspecified),-26.4%,x,7.5%
Cc1cccc(C)c1NC(=O)N1CCCC1C(=O)Nc1ccc(-n2cnnn2)cc1 (stereo unspecified),8.6%,0.2%,1.2%
O=C(Nc1cccc(C(=O)O)c1)/C(=C/c1ccc2c(c1)OCO2)NC(=O)c1cccc(Br)c1,-0.4%,4.9%,3.0%
CCCCNC(=O)CSc1nc2nc(C)c(Cc3c(F)cccc3Cl)c(C)n2n1,-9.6%,x,2.9%
O=C(Nc1ccc(N2CCOCC2)cc1)c1cnccn1,7.9%,3.3%,6.0%
CCCCCn1c(-c2ccco2)nc2nc3ccccc3nc21,-1.8%,u,-5.3%
Cc1cccnc1NC(=O)C1CCN(S(=O)(=O)c2cccs2)CC1,-1.4%,-3.5%,-2.2%
COc1cc2cc(Oc3ccc4ccc(=O)oc4c3)c(=O)oc2cc1O,-19.1%,-14.3%&-1.7%,-7.9%
CN(C(=O)CSc1nc2ccccc2n1CCc1ccccc1)C1CCS(=O)(=O)C1 (stereo unspecified),3.9%,3.5%,2.4%
CCCOC(=O)c1c(NC(=O)CCCn2nc([N+](=O)[O-])c(Cl)c2C)sc(C(=O)OC)c1C,11.7%,4.7%,-2.6%
COc1cc(Cl)c(C)cc1NC(=O)CNC(=O)Cn1cnc2ccccc2c1=O,0.2%,4.3%,-2.0%
CCCCCN(C(=O)COC(=O)Cc1c(C)nc2ccccc2c1C)c1c(N)n(CCCC)c(=O)[nH]c1=O,20.8%,-1.9%,x
COc1ccccc1CNC(=O)Cn1c(=O)oc2cc(S(=O)(=O)N3CCC(C)CC3)ccc21,2.2%,x,3.8%
O=C(O)CNC(=O)C12CC3CC(CC(Cl)(C3)C1)C2,-12.2%,-0.5%,3.7%
C[C@H](CO)N1C[C@H](C)[C@@H](CN(C)S(=O)(=O)c2ccccc2)Oc2ccc(NS(=O)(=O)c3ccccc3)cc2C1=O,-2.8%,x,1.3%
CCOC(=O)C1CCN(C(=O)CN2C(=O)COc3ccc(C(C)(C)C)cc32)CC1,-2.2%,-24.4%,2.0%
COc1ccc(S(=O)(=O)n2nc(-c3ccco3)nc2NCc2ccc(N(C)C)cc2)cc1,-14.1%,x,6.8%
CCCN1CCN(CC(O)COC(c2ccc(OC)cc2)c2ccc(OC)cc2)CC1 (stereo unspecified),-1.3%,0.2%,x
CCOc1ccc(NC(=O)C2C(c3ccccc3)C2(Cl)Cl)cc1 (stereo unspecified),-6.6%,19.1%,0.7%
CCn1c(O)c(/C=N/n2cnnc2)sc1=S,1.5%,1.1%,7.4%
CCCc1nc(SCc2ccc(OCC)cc2)n[nH]1,0.5%,-2.9%,x
Cc1ccc(-c2nnn(CC(=O)N(CC(=O)NCc3ccccc3)c3cccc(C)c3C)n2)o1,-21.8%,6.4%,8.3%
Cc1cc(NC(=O)COC(=O)COc2ccc(Cl)cc2C)c([N+](=O)[O-])cc1C,9.0%,18.9%,2.6%
Cn1c(=O)c2c(-c3ccccc3)n3c(c2n(C)c1=O)C(c1ccccc1[N+](=O)[O-])Nc1ccccc1-3 (stereo unspecified),16.2%,x,0.0%
CC(C)(C)c1ccc(C(=O)N/C(=C\c2cccc([N+](=O)[O-])c2)C(=O)Nc2cccc(C(=O)O)c2)cc1,u,4.2%,x
Cc1n[nH]c(=O)nc1NC1CCCCC1,5.1%,4.0%,5.9%
Cc1cc(C(C#N)c2ccccc2F)n2ncnc2n1 (stereo unspecified),0.7%,u,x
COc1cccc(-c2ncc3ccccc3c2COC(=O)c2ccc(C(C)(C)C)cc2)c1,-28.4%,x,2.0%
Cc1ccc(C)c(S(=O)(=O)N2CCCC2CNC(=O)C(=O)NC2CC2)c1 (stereo unspecified),-3.9%,-2.0%,0.4%
c1csc(C2=NNC(=NC3CCCCC3)SC2)c1,-1.1%,-12.3%,7.7%
O=[N+]([O-])c1cc(C(F)(F)F)ccc1NC1CCN(Cc2ccccc2)C1 (stereo unspecified),-3.4%,-0.4%,0.4%
NC1=NC(c2cccc(Cl)c2)N(CCc2ccc(F)cc2)C(N)=N1 (stereo unspecified),-1.1%,-19.4%,x
Cc1cc(C)cc(OCC(O)CN2CCN(Cc3ccc4c(c3)OCO4)CC2)c1 (stereo unspecified),-1.4%,-4.6%,7.9%
CN(C(=O)Cn1c(=O)n(CCCS(=O)(=O)C2CCCCC2)c(=O)c2ccccc21)c1ccccc1,-14.8%,x,-2.1%[12.3 µM]
COc1ccc2nc(N3C(=O)CNC3=S)sc2c1,-4.6%,5.8%,9.0%
[N-]=[N+]=CC(=O)CCCN1C(=O)c2ccccc2C1=O,-3.3%,-0.1%,4.2%
CC(C)Oc1ccc(C2CCC(=O)NC2=O)cc1 (stereo unspecified),2.6%,0.3%,2.7%

Remaining list, next part
molecule,FEN1 inhibitor,N370S GC,TDP1 inh
COc1cc(/C=C2/C(=O)NN(c3cccc(Cl)c3)C2=O)cc(OC)c1O,-6.9%,-10.4%,x
CCN1C(=O)CC(N2CCN(c3ccc(C(=O)c4ccccc4)cc3)CC2)C1=O (stereo unspecified),2.8%,-13.0%,6.1%
Cc1cc(C)c(NS(=O)(=O)c2ccc(NC(=O)CCC(=O)O)cc2)c(C)c1,5.7%,-5.0%,2.6%
O=C(CCN1C(=O)C2C3C=CC(C4CC34)C2C1=O)Oc1cccc2cccnc12 (stereo unspecified),1.3%,3.8%,5.1%
Cc1cc(C(=O)COC(=O)CNS(=O)(=O)c2ccc3ccccc3c2)c(C)n1-c1ccccc1,-1.2%,1.9%,5.7%
COC(=O)c1ccc2c(=O)n(CC3CCCO3)c(SCC(=O)Nc3ccc(OC)cc3OC)nc2c1 (stereo unspecified),-4.4%,18.4%,x
CN(Cc1ccccc1)S(=O)(=O)c1ccc(Cl)c(C(=O)N2CCC(C(N)=O)CC2)c1,13.2%,x,1.2%
O=C(O)C1CC=CCC1C(=O)N1CCc2ccccc21 (stereo unspecified),-5.0%,6.8%,22.4µM*
COc1ccc(-n2c(CN3CCN(C)CC3)nc3ccc([N+](=O)[O-])cc3c2=O)c(OC)c1,0.5%,-19.7%,x
COc1ccc(CSCC(=O)N/N=C/c2ccc(OCC(=O)N3CCCCC3)cc2)cc1,-6.1%,1.5%,2.6%
Cc1ccc(Cl)cc1N1CCN(C(=O)c2cnn(C)c2C2CCN(C(=O)OC(C)(C)C)CC2)CC1,3.4%,x,-3.2%
O=C(Nc1ccncc1)Nc1ccncc1,8.2%,3.9%,-4.7%
NC(=O)CSc1nnc(-c2ccc([N+](=O)[O-])cc2)o1,10.4%,-2.3%,1.2%
CCOc1ccc(S(=O)(=O)N2CCC(C(=O)NCc3ccccn3)CC2)cc1Cl,-1.4%,6.1%,1.7%
COc1ccc(CNC(=O)C2CCN(S(=O)(=O)c3ccc4c(ccn4C)c3)CC2)cc1,-2.6%,x,-6.4%
O=C(Nc1cc(S(=O)(=O)N2CCOCC2)ccc1Cl)c1cc2ccccc2o1,-2.2%,x,-2.8%[56.1 µM]
O=C(NCc1nc(-c2ccccc2)no1)c1ccc(Br)o1,-18.2%,4.0%,2.2%
O=C(O)c1ccccc1OCc1ccccc1Br,17.0%,-1.2%,1.2%
COC(=O)Cn1c(C(=O)N2CCCC2)cc2c1C[C@H]1CN(C(=O)c3ccccc3)[C@@](Cc3ccccc3)(C(=O)OC)[C@@H]21,x,-4.9%,8.7%
COc1ccc(/C=C/C(=O)NC(=S)Nc2ccc(S(=O)(=O)Nc3ccc(OC)nn3)cc2)cc1,-12.2%,6.8%,2.3%
CCc1ccc(S(=O)(=O)O)cc1,x,-2.9%,6.2%
O=S(=O)(Nc1ccon1)c1ccc(Br)s1,-1.2%,1.2%,2.6%
COc1ccc(NS(=O)(=O)c2cc(NC(=O)c3ccc(=O)[nH]c3)ccc2N2CCOCC2)cc1,-6.2%,13.1%,2.7%
COC(=O)[C@@H](NCc1cccc(CN[C@H](C(=O)OC)c2ccccc2)c1)c1ccccc1,-17.1%,2.7%,x

As a working copy, two of the compounds above:
molecule,FEN1 inhibitor,N370S GC,TDP1 inh
COc1ccc(NS(=O)(=O)c2cc(NC(=O)c3ccc(=O)[nH]c3)ccc2N2CCOCC2)cc1,-6.2%,13.1%,2.7%
COC(=O)[C@@H](NCc1cccc(CN[C@H](C(=O)OC)c2ccccc2)c1)c1ccccc1,-17.1%,2.7%,x

(listing goes on)
molecule,FEN1 inhibitor,N370S GC,TDP1 inh
Cc1ccc(S(=O)(=O)C2(C(=O)N3CCN(c4cc(C)ccc4C)CC3)CC2)cc1,-18.1%,11.0%,5.3%
CCOC(=O)C1C(C(=O)OC)=C(c2ccc(OC)cc2)c2ccccc2N1S(=O)(=O)C(F)(F)F (stereo unspecified),-15.1%,2.0%,-27.8%[56.1 µM]
CCOC(=O)CSc1nc2cc(S(=O)(=O)N3CCOCC3)ccc2n1CC,6.6%,-0.5%,6.7%
C/C(=N\N=C1\NC(=O)C(CC(=O)Nc2ccc(Cl)cc2)S1)c1ccco1 (stereo unspecified),-6.9%,-10.7%,8.1%
CCCCN(C)CCNC(=O)CN1C(=O)CSc2ccc(S(=O)(=O)N3CCOCC3)cc21,21.4%&16.3%,-1.0%,0.8%&4.7%
